AGP1-GFP MLPCN – modulators of TOR pathway AGP1-GFP in S. cerevisiae; S. cerevisiae AGP1-GFP multiplex flow cytometry, 3 h; GFP as percent of DMSO wells; hit rate 0.02% among 320,000; GFP response vs DMSO, % at 10 µM; AID 2066;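 active = GFP response relative to DMSO above a set limit, near screen average plus 3 SD, cut at about 150% in these data; inconclusive = fewer than 70 cells counted for the yeast strain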;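 note: median GFP channel fluorescence of the gated AGP1 strain per well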
AHR activator – human AHR activation. P35869. hit rate 2.5% among 320,000. AHR-responsive luciferase reporter cells, luminescence. AID 2796. activation, % at 5 µM; in the data active = activation above about 47%;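 note: 0% = vehicle wells and 100% = reference agonist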
Target sequence (P35869 whole entry, looked up): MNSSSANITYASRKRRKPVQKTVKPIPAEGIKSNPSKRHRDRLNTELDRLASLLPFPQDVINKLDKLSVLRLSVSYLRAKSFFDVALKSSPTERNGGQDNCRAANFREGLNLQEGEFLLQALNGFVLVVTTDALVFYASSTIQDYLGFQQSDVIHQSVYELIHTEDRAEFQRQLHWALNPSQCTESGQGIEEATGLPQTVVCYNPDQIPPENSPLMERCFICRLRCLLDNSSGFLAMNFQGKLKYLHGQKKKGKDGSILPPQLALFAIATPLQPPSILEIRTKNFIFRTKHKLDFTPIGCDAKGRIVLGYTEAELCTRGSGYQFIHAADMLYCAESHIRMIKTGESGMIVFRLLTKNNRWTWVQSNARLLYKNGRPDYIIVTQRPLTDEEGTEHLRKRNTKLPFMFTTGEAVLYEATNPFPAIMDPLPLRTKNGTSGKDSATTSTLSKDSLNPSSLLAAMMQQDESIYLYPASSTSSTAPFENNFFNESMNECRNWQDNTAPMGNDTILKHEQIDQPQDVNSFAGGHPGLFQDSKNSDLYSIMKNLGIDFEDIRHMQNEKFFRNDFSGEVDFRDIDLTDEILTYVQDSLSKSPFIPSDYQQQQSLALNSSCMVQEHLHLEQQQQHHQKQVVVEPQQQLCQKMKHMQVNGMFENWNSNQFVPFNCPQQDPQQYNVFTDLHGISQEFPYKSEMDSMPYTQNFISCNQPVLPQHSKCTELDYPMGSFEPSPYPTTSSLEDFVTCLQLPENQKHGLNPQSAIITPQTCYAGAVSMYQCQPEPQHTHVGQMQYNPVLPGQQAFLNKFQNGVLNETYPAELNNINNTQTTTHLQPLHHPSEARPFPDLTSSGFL
proCasp7 act – counter-screen for procaspase-3 activators: activators of human procaspase-7 | P55210 | recombinant procaspase-7, Ac-DEVD-pNA absorbance 405 nm; D23A/D198A/D206A triple mutant, cannot self-cleave; scale: DMSO 0, 5 µM enzyme 100 | activation, % at 8.5 µM | hit rate 0.093% among 330,000 | AID 463210;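 active = percent activation above the screen-wide mean plus 3 SD, cut at about 25% in these data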
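Replicates: singlicate. Assay system: Procaspase-7 triple mutant (PC-7 D3A). Signal: 405 nm absorbance of p-nitroaniline. Times: 1 h preincubation, 2 h reaction. Buffer or medium: Zinc-free HEPES pH 7.4 with 300 mM NaCl, 0.01% Triton X-100. Also added: DEVD-pNA substrate. Benchmarks: DMSO wells as 0%, DMSO with 5 µM added PC-7 as 100%.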
RPL19A-GFP yeast – alters RPL19A-GFP fluorescence in TOR pathway yeast screen. S. cerevisiae RPL19A-GFP strain, flow cytometry, 3 h; stronger effect = lower value. percent response vs DMSO, % at 10 µM. hit rate 0.3% among 330,000. AID 2025;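 active = percent response vs DMSO below 50%; inconclusive = fewer than 70 events counted for the yeast strain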;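 note: median channel GFP fluorescence of the barcoded RPL19A-GFP strain; ratio of sample median GFP to plate DMSO average so 100% = DMSO; lower means less RPL19A-GFP as with rapamycin TOR inhibition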
LAP4-GFP MLPCN – yeast TOR pathway LAP4-GFP modulation; S. cerevisiae LAP4-GFP multiplex, flow cytometry GFP, 3 h; median GFP as percent of DMSO wells; GFP response vs DMSO, % at 10 µM; hit rate 0.34% among 320,000; AID 2023;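 active = GFP response vs DMSO above a set limit, about the screen mean plus 3 SD, cut at about 150% in these data; inconclusive = under 70 cell events counted for the yeast strain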
MEP2 TOR yeast – modulators of TOR pathway MEP2-GFP in S. cerevisiae. hit rate 0.51% among 330,000. AID 2016. S. cerevisiae MEP2-GFP strain, flow cytometry GFP, 3 h; 100% = DMSO control level. GFP response vs DMSO, % at 10 µM;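 active = GFP response versus DMSO above a set limit, roughly screen mean plus 3 SD, cut at about 180% in these data; inconclusive = fewer than 70 cells counted for a yeast strain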;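 note: median GFP fluorescence of the barcode-gated MEP2-GFP cells per well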
CIT2 TOR yeast – yeast TOR pathway CIT2-GFP modulation; S. cerevisiae CIT2-GFP strain, flow cytometry, 3 h; 100 means same as DMSO wells; GFP response vs DMSO, % at 10 µM; hit rate 0.065% among 320,000;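 active = GFP response relative to DMSO above a set limit, near the screen mean plus 3 SD, cut at about 150% in these data; inconclusive = Fewer than 70 cells measured for a yeast strain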;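 note: ratio of well median GFP fluorescence to mean of DMSO wells on the plate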
procasp3 activ – activates human procaspase-3; activation, % at 8.5 µM; hit rate 0.11% among 330,000; recombinant procaspase-3 D3A, Ac-DEVD-pNA absorbance 405 nm; P42574;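 active = activation above the mean of all tested compounds plus 3 SD, cut at about 21% in these data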;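 note: 0% = DMSO alone and 100% = DMSO wells spiked with extra 5 µM PC-3 D3A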
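material = Procaspase-3 D3A mutant | probe or stimulus = Ac-DEVD-pNA | compound = single dose, 8.5 µM nominal compound, 0.8% DMSO | timing = 1 h preincubation, 2 h reaction | measured by = 405 nm absorbance of p-nitroaniline, reads at 0 and 120 min | benchmarks = DMSO-only low control, 5 µM PC-3 D3A high control | repeats = singlicate, each compound tested once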
* marks the source's active call; other numbers are inactive results; ? = inconclusive; . = not tested or not shown; [ ] = another dose, or the depositor's remark. Compounds as they come; about 3.5% have a hit in one of these screens.

SMILES	AGP1-GFP MLPCN	AHR activator	proCasp7 act	RPL19A-GFP yeast	LAP4-GFP MLPCN	MEP2 TOR yeast	CIT2 TOR yeast	procasp3 activ
C(/CCc1ccccc1)=N\n1cnnc1	90	1	-4	92	102	95	92	0
CC(=O)Oc1ccc(-c2csc(Nc3cccnc3)n2)cc1	102	6	-2	96	99	89	97	0
CCCCCCCCCCOC(=O)Cn1c(COc2ccccc2C)[n+](C)c2ccccc21	82	2	5	86	93	105	81	-6
COc1ccccc1NC(=O)CSc1ccc(-c2ccc(-n3ccnc3)cc2)nn1	86[may fluoresce violet]	21	16	91[may fluoresce violet]	92[may fluoresce violet]	92[may fluoresce violet]	?	-1
O=C(Cc1cccs1)Nc1ccc(Cl)cc1	95	15	-5	100	106	99	83	4
O=C(c1ccc(Cl)c(S(=O)(=O)N2CCOCC2)c1)N1CCCCCC1	98	2	-3	99	98	97	96	-1
COc1cc2c(C(=O)O)c(C)n(-c3ccccc3)c2c2ccccc12	102	13	10	100	95	99	79	6
CCN(CC)CCN(C(=O)c1ccc(N2C(=O)CCC2=O)cc1)c1nc2cc3c(cc2s1)OCO3	107	6	-4	99	112	104	96	1
CCOc1ccccc1NC(=O)COC(=O)c1cccc(-c2ccc(OC(C)=O)cc2)c1	101	-2	-2	101	99	96	109	4
COc1ccc(OC)c(NC(=O)CCn2cccc2)c1	107	0	3	95	100	106	106	-1
C/C=C/C=C/C(=O)OCC(=O)Nc1ccc(Cl)cc1	96	0	13	110	114	107	106	-3
C[C@@H](C(=O)OCC(=O)c1ccccc1)N1C(=O)C2CCCCC2C1=O (some centres not stated)	101	1	-3	96	102	98	102	2
Cc1ccc(C(C)(C)C)c(OCCN2CCCC2)c1	98	-1	4	97	94	99	100	5
Cc1ccc(C(=O)N2CCC(C(=O)NCc3cccnc3)CC2)cc1	.	3	4	98	99	101	96	5
Cc1nc(N2CCN(Cc3ccccc3)CC2)c(C#N)c2c1COC(C)(C)C2	97	-4	-1	96	95	97	96	-13

Nothing new here: eleven of the compounds above.
SMILES	AGP1-GFP MLPCN	AHR activator	proCasp7 act	RPL19A-GFP yeast	LAP4-GFP MLPCN	MEP2 TOR yeast	CIT2 TOR yeast	procasp3 activ
C(/CCc1ccccc1)=N\n1cnnc1	90	1	-4	92	102	95	92	0
CC(=O)Oc1ccc(-c2csc(Nc3cccnc3)n2)cc1	102	6	-2	96	99	89	97	0
CCCCCCCCCCOC(=O)Cn1c(COc2ccccc2C)[n+](C)c2ccccc21	82	2	5	86	93	105	81	-6
COc1ccccc1NC(=O)CSc1ccc(-c2ccc(-n3ccnc3)cc2)nn1	86[may fluoresce violet]	21	16	91[may fluoresce violet]	92[may fluoresce violet]	92[may fluoresce violet]	?	-1
O=C(Cc1cccs1)Nc1ccc(Cl)cc1	95	15	-5	100	106	99	83	4
O=C(c1ccc(Cl)c(S(=O)(=O)N2CCOCC2)c1)N1CCCCCC1	98	2	-3	99	98	97	96	-1
COc1cc2c(C(=O)O)c(C)n(-c3ccccc3)c2c2ccccc12	102	13	10	100	95	99	79	6
CCN(CC)CCN(C(=O)c1ccc(N2C(=O)CCC2=O)cc1)c1nc2cc3c(cc2s1)OCO3	107	6	-4	99	112	104	96	1
CCOc1ccccc1NC(=O)COC(=O)c1cccc(-c2ccc(OC(C)=O)cc2)c1	101	-2	-2	101	99	96	109	4
COc1ccc(OC)c(NC(=O)CCn2cccc2)c1	107	0	3	95	100	106	106	-1
C/C=C/C=C/C(=O)OCC(=O)Nc1ccc(Cl)cc1	96	0	13	110	114	107	106	-3

Next records
SMILES	AGP1-GFP MLPCN	AHR activator	proCasp7 act	RPL19A-GFP yeast	LAP4-GFP MLPCN	MEP2 TOR yeast	CIT2 TOR yeast	procasp3 activ
Cc1onc(-c2ccccc2)c1C(=O)N1CCN(C(=O)c2ccco2)CC1	87	3	-8	95	97	91	86	-4
CCc1c(C)nc2c(OC)cccc2c1SCCC(=O)O	98	-1	1	97	91	91	96	3
COc1ccc(OCCCC(=O)OC(C)C(=O)Nc2ccccc2[N+](=O)[O-])cc1 (configuration not stated)	101	-3	0	93	102	86	91	2
Oc1oc(-c2ccccc2)nc1C=Nc1ccccc1	95	5	8	101	120	115	97	1
CC(C)c1cc(C(=O)N/N=C/c2ccco2)n[nH]1	106	5	11	112	89	106	105	4
Cc1ccc(S(=O)(=O)CCSc2nccn2C)cc1	102	1	10	99	101	95	105	4
COc1ccccc1NC(=O)CSc1nnc(-c2ccco2)o1	100	0	1	99	101	101	97	1
CC(C)Cc1nnc(NC(=O)c2cc3c(s2)CCC3)s1	101	25	-8	115	106	106	108	3
COc1ccc(NC(=O)CSc2nc(N)c(NC(=O)c3cccs3)c(=O)[nH]2)cc1	107	1	5	98	109	94	115	2
CCCc1cc(=O)[nH]c(SC/C=C/c2ccccc2)n1	100	0	2	97	103	105	89	-3
COc1ccc(C(=O)C(/C=N/O)=N/Nc2ccc(F)cc2)cc1	82	4	-8	95	98	95	93	-8
CCOC(=O)C1CCN(C(=O)CN(c2ccc3c(c2)OCCO3)S(C)(=O)=O)CC1	.	-4	2	90	91	89	88	3
O=C(Nc1nccc(-c2cccs2)n1)c1ccccc1Cl	108	-7	2	102	102	122	102	-2
c1ccc(-c2ncc3ccccn23)cc1	110	11	5	99	116	104	101	4
Nc1ccc(C(=O)OCc2nc3ccccc3[nH]2)cc1	100	4	4	100	102	103	98	9
CCOc1ccc(Nc2nc(N)c3ccccc3n2)cc1	99	.	.	101	93	95	99	.
Cc1ccc(O)c(CNCCNCc2cc(C)ccc2O)c1	88	2	3	103	126	94	108	1
Cc1nc2nc(CSc3nc4ccccc4s3)cc(=O)n2[nH]1	94	5	1	95	93	95	89	5
CC(C)(C)NC(=O)CSc1nccn1Cc1ccccc1	109	0	9	102	98	111	102	-4
CCOc1ccc(-n2c(=S)sc3c(=O)[nH]c(SCC(=O)NCc4ccco4)nc32)cc1	105	3	-16	100	106	107	93	-6
Cc1noc(C)c1C(=O)Nc1ccccc1C(=O)NCCc1ccccc1	102	5	4	99	114	107	100	5
CCOC(=O)N1CCN(C(=O)CN(C2CCCCC2)S(=O)(=O)c2ccc(Cl)cc2)CC1	102	-1	5	102	91	100	.	1
Brc1cccc(Cn2c(-c3cncs3)nc3ccccc32)c1	92	3	-5	96	94	92	97	2
CCNS(=O)(=O)c1ccc(C(=O)OCc2cc(=O)oc3cc(OC)ccc23)cc1	104	2	2	104	102	111	101	9
COc1ccc(Nc2nnc(SCC(=O)N3CCCC3)s2)cc1	104	1	-1	102	100	96	102	8
CCc1c(C)c2ccc(O)c(CN3CCCC3)c2oc1=O	95	.	.	102	98	107	88	.
CCOC(=O)C1CCN(S(=O)(=O)c2cc(Br)cc3c2N(C(=O)C2CC2)CC3)CC1	102	-2	3	99	96	95	107	-2
CCSc1nnc(CNc2ccc(C)cc2)n1C	100	75*	7	104	86	103	101	4
CC(c1ccccc1)C1CC(=O)N(c2ccc(C(=O)O)cc2)C1=O (configuration not stated)	104	-1	7	101	95	99	102	7
Cc1ccc(C(=O)N2CCN(S(=O)(=O)c3ccccc3[N+](=O)[O-])C2)cc1	95	3	-3	97	93	99	99	0
Cc1cc(OCC(=O)NCc2nc(-c3ccccc3)no2)c(C)cc1Br	99	7	-1	101	102	104	95	-5
O=S(=O)(c1ccc(OCC(O)CN2CCN(c3ccccc3Cl)CC2)cc1)N1CCOCC1 (configuration not stated)	90	1	-9	96	95	95	98	-1
Cc1ccc(-n2nnnc2SCC(=O)Nc2cc(C)on2)c(C)c1	100	2	0	94	98	104	103	-1
O=C(CN(Cc1ccc(Br)cc1)S(=O)(=O)c1ccccc1)NCc1cccnc1	97	-1	-4	96	94	94	94	2
CCN1CCN(C(=O)/C=C/c2ccc(C)cc2)CC1	90	7	6	107	73	98	88	3
COc1cc(C)c(C)cc1S(=O)(=O)N1CCCc2ccccc21	100	-1	-6	99	103	94	95	1
CC1CCc2[nH]c3ccc(C(=O)N(C)CC(=O)Nc4ccccc4C(F)(F)F)cc3c2C1 (configuration not stated)	103	18	-1	98	106	101	98	10
O=C(CCCNS(=O)(=O)c1cccc2nsnc12)NCc1ccc(Cl)cc1	95	7	12	93	87	99	.	5
Cc1nn(C)cc1C(=O)c1ccccc1	119	0	-2	95	120	100	91	-1
CCc1ccc(OCC(=O)N/N=C(\C)c2ccc(OC(F)F)cc2)cc1	103	9	-3	104	90	106	106	6
CC(/C=C/c1ccccc1)=N\NC(N)=S	96	1	-2	93	117	97	93	6
CSCCC(NC(=O)c1ccco1)C(=O)OCC(=O)Nc1ncc(Cl)c(C)c1Cl (configuration not stated)	91	7	-9	98	90	92	90	1
COc1ccccc1NC(=O)N1CCN(S(C)(=O)=O)CC1	97	2	4	97	93	98	87	2
CCOC(=O)CSc1nnc([C@H](C)NC(=O)OC(C)(C)C)o1	109	-2	9	109	104	103	97	-1
CC(=O)O[C@H]1C2OC(=O)C(C)=C2[C@@H]2OC(=O)[C@]3(CCC4OC41C)OC23 (some centres not stated)	91	-1	-3	101	107	90	87	-1
CC(C)(C)N(Cc1ccccc1)C(=O)c1cc2ccccc2o1	97	8	-4	104	88	101	103	4
O=C(C1CCC(=O)N(C2CCCC2)C1)N1CCC(Oc2cccc(F)c2)CC1 (configuration not stated)	112	1	7	110	98	107	115	-3
O=C(NCc1ccco1)c1ccc2[nH]c(=O)c(=O)[nH]c2c1	103	0	-11	102	100	111	110	-2
Cc1nc(N2CCN(C)CC2)[nH]c(=O)c1Cc1cccc2ccccc12	108	0	10	104	106	103	100	4
Clc1ccccc1OCCCCN1CCNCC1	96	-1	-13	98	88	99	100	0
CCCC[C@@H]1C=C(C(=O)O)[C@H](c2ccc(C)cc2)N1S(=O)(=O)c1ccc(C)cc1	93	-1	6	96	100	87	96	3
Cc1ccccc1OC(C)C(=O)NC1CCCC1 (configuration not stated)	94	0	-4	96	94	100	100	-4
CC1CCCC(C)N1C(=O)COC(=O)c1ccc(Br)c(S(=O)(=O)N2CCOCC2)c1 (configuration not stated)	101	-1	-3	93	104	100	95	-3
N#CC1(C#N)C2=C(CCCC2)NC(c2ccccc2)C1(C#N)C#N (configuration not stated)	94	9	-20	95	105	97	98	-10

Compound activity: PubChem BioAssay, several laboratories
